Screening results from PubChem BioAssay.
Growth percent in the NCI-60 one-dose screen (48 h, 10 µM unless noted): 100 = growth as untreated, 0 = no growth, -100 = all killed.
MOLT-4 – MOLT-4 leukemia cells. 80,000 tested, 6.9% active. AID 1794779
RPMI-8226 – RPMI-8226 leukemia cells | 77,000 tested, 7.5% active | AID 1794781
CCRF-CEM – CCRF-CEM leukemia; 77,000 tested, 7% active; AID 1794778
HOP-62 – HOP-62 NSCLC; 80,000 tested, 3.9% active; AID 1794735
SR – SR leukemia cells | 73,000 tested, 8.7% active | AID 1794780
HOP-92 – HOP-92 NSCLC cells; 71,000 tested, 6.3% active; AID 1794738
EKVX – EKVX NSCLC. 71,000 tested, 3% active
K-562 – K-562 leukemia | 78,000 tested, 7.4% active
The depositor's hits bear a star. How the source made its calls: active means growth percent below 10; inactive means the rest.

Start of the data: the first five compounds, ahead of the listing:
`BrC1(Br)C2CC/C=C\CCC21` (stereo unspecified) gave MOLT-4 115, RPMI-8226 110, CCRF-CEM 108, HOP-62 104, SR 123, HOP-92 98 and K-562 115.
Cc1cc(-c2ccc(N=Nc3c(S(=O)(=O)O)cc4cc(S(=O)(=O)O)cc(O)c4c3O)c(C)c2)ccc1N=Nc1c(S(=O)(=O)O)cc2cc(S(=O)(=O)O)cc(O)c2c1O was read as MOLT-4 127, RPMI-8226 114, CCRF-CEM 102, HOP-62 83, SR 148, EKVX 80 and K-562 125.
Screening FC(F)(F)c1nn(-c2ccccc2)c2c1-c1ccccc1CS2 returned MOLT-4 102, RPMI-8226 91, CCRF-CEM 86, HOP-62 130, SR 128, EKVX 100 and K-562 98.
For C=C1CC[C@@H]2[C@](C)(COC(C)=O)[C@H](OC(C)=O)CC[C@@]2(C)[C@@H]1CC(Nc1ccc(S(=O)(=O)Nc2ncccn2)cc1)C1=CCOC1=O (stereo partly specified) the results were MOLT-4 -8.7*, RPMI-8226 -13*, CCRF-CEM -26*, HOP-62 126, SR -4.4*, HOP-92 56, EKVX 68 and K-562 4.6*.
Screening COc1ccc(Cl)[n+]([O-])n1 returned MOLT-4 107, RPMI-8226 100, CCRF-CEM 96, HOP-62 95, SR 99, HOP-92 93, EKVX 110 and K-562 118.

The list itself, repeating the preview:
`BrC1(Br)C2CC/C=C\CCC21` (stereo unspecified) gave MOLT-4 115, RPMI-8226 110, CCRF-CEM 108, HOP-62 104, SR 123, HOP-92 98 and K-562 115.
Cc1cc(-c2ccc(N=Nc3c(S(=O)(=O)O)cc4cc(S(=O)(=O)O)cc(O)c4c3O)c(C)c2)ccc1N=Nc1c(S(=O)(=O)O)cc2cc(S(=O)(=O)O)cc(O)c2c1O was read as MOLT-4 127, RPMI-8226 114, CCRF-CEM 102, HOP-62 83, SR 148, EKVX 80 and K-562 125.
Screening FC(F)(F)c1nn(-c2ccccc2)c2c1-c1ccccc1CS2 returned MOLT-4 102, RPMI-8226 91, CCRF-CEM 86, HOP-62 130, SR 128, EKVX 100 and K-562 98.
For C=C1CC[C@@H]2[C@](C)(COC(C)=O)[C@H](OC(C)=O)CC[C@@]2(C)[C@@H]1CC(Nc1ccc(S(=O)(=O)Nc2ncccn2)cc1)C1=CCOC1=O (stereo partly specified) the results were MOLT-4 -8.7*, RPMI-8226 -13*, CCRF-CEM -26*, HOP-62 126, SR -4.4*, HOP-92 56, EKVX 68 and K-562 4.6*.
Screening COc1ccc(Cl)[n+]([O-])n1 returned MOLT-4 107, RPMI-8226 100, CCRF-CEM 96, HOP-62 95, SR 99, HOP-92 93, EKVX 110 and K-562 118.
For CC1=CC(C)(C)OC(=O)C1 the results were MOLT-4 105, RPMI-8226 99, HOP-62 107 and K-562 105.
`CCOC=Nc1c(C(=O)Nc2ccccc2)oc2ncccc12` gave MOLT-4 85, RPMI-8226 105, CCRF-CEM 102, HOP-62 92, SR 77 and K-562 79.
`CCSc1nc(-c2cc(OC)ccc2OC)cc(-c2ccc(Cl)cc2)c1C#N` gave MOLT-4 106, RPMI-8226 84, CCRF-CEM 99, HOP-62 43, SR 83, HOP-92 67, EKVX 61 and K-562 115.
`CC1(C)CC[C@]2(C(=O)O)CC[C@]3(C)C(=CC[C@@H]4[C@@]5(C)C[C@@H](Cc6cn([C@@H]7O[C@H](CO)[C@@H](O)[C@H](O)[C@H]7O)nn6)[C@H](O)C(C)(C)[C@@H]5CC[C@]43C)[C@@H]2C1` gave MOLT-4 83, RPMI-8226 103, CCRF-CEM 96, HOP-62 89, SR 95, HOP-92 102, EKVX 99 and K-562 90.
For COc1ccc(C2CC(c3ccc(Nc4ccnc5cc(Cl)ccc45)cc3)=NN2C=O)cc1 (stereo unspecified) the results were MOLT-4 26, RPMI-8226 31, CCRF-CEM 14, HOP-62 91, HOP-92 48, EKVX 68 and K-562 17.
Screening COc1cc(-c2cc(-c3ccc([N+](=O)[O-])cc3)nc3nc(NN)[nH]c(=O)c23)cc(OC)c1OC returned MOLT-4 92, RPMI-8226 95, CCRF-CEM 90, HOP-62 94, SR 92, HOP-92 103, EKVX 95 and K-562 83.
CCc1ccc(C2=C(O)C(=O)C(c3ccc(CC)cc3)=C(O)C2=O)cc1 was read as MOLT-4 -6.9*, HOP-62 -13*, SR -18*, HOP-92 -48* and EKVX -15*.
`COc1ccc(-c2nnc3c(/C=C/c4cccc([N+](=O)[O-])c4)nc4ccccc4n23)cc1` gave MOLT-4 91, RPMI-8226 90, CCRF-CEM 99, HOP-62 96, SR 81, HOP-92 89, EKVX 100 and K-562 90.
For NC1=NN(c2ccccc2)C(=O)/C1=C\n1c(=S)[nH]c2ccccc21 the results were MOLT-4 100, HOP-62 98, SR 92, EKVX 107 and K-562 106.
`CC(C)(N)c1cn(-c2cccc(Cl)c2)nn1` gave MOLT-4 112, RPMI-8226 111, CCRF-CEM 110, HOP-62 99, HOP-92 93, EKVX 101 and K-562 104.
`COc1ccc2nc(-n3c(=O)c4cccnc4n(-c4cc(F)c(F)c(F)c4)c3=O)sc2c1` gave RPMI-8226 101, HOP-62 90, HOP-92 86 and EKVX 101.
O=C(/C(=N/Nc1ccccc1)c1ccccc1)c1ccccc1 was read as MOLT-4 105, RPMI-8226 95, CCRF-CEM 91, SR 98, HOP-92 93, EKVX 93 and K-562 106.
CC(=O)N1N=C(c2ccc(Cl)cc2)CC1c1cn(-c2ccccc2)nc1-c1ccc(OCc2ccccc2)cc1 (stereo unspecified) was read as MOLT-4 99, RPMI-8226 81, CCRF-CEM 91, HOP-62 98, SR 112, HOP-92 76 and EKVX 99.
COc1ccc(C2=NNC(=O)C3(CCCCC3)C2)cc1 was read as MOLT-4 99, RPMI-8226 94, CCRF-CEM 107, HOP-62 116, SR 132, EKVX 105 and K-562 86.
Screening Nc1sc2c(c1-c1nnc(-c3ccc(Br)cc3)o1)CCCC2 returned MOLT-4 98, RPMI-8226 103, CCRF-CEM 102, HOP-62 95, SR 100, HOP-92 96, EKVX 91 and K-562 97.
`CC1=C(c2cc3ccccc3c3ccccc23)CCCC1` gave MOLT-4 107, RPMI-8226 112, CCRF-CEM 107, HOP-62 87, SR 94, HOP-92 75, EKVX 89 and K-562 138.
Screening Nc1nc2c(nc(Br)n2[C@@H]2O[C@H](CO)[C@@H](O)[C@H]2O)c(=O)[nH]1 returned MOLT-4 98, CCRF-CEM 98, HOP-62 100, SR 99, HOP-92 112, EKVX 102 and K-562 99.
For CCC(=O)c1c(Cl)c(Cl)c(Cl)c(Cl)c1C(=O)O the results were MOLT-4 103, RPMI-8226 100, CCRF-CEM 100, HOP-62 92 and K-562 101.
`c1ccc(Cn2cc3c(c2-c2ccccc2)CCCc2cnoc2-3)cc1` gave MOLT-4 97, RPMI-8226 86, CCRF-CEM 96, HOP-62 99, SR 85, HOP-92 73, EKVX 97 and K-562 81.
Screening O=C(Cn1cc(CN2C(=O)c3ccc([N+](=O)[O-])cc3C2=O)nn1)Nc1ccc([N+](=O)[O-])cc1 returned MOLT-4 113, RPMI-8226 102, CCRF-CEM 99, HOP-62 105, HOP-92 101, EKVX 111 and K-562 102.
Screening CC#CCOCC1CNC(=O)O1 (stereo unspecified) returned MOLT-4 99, RPMI-8226 104, CCRF-CEM 112, HOP-62 101, SR 100, EKVX 113 and K-562 95.
Screening COc1cccc(-c2nn(C(C)(C)C)cc2-c2ccnc(NCCNS(=O)(=O)c3ccc(C)cc3)c2)c1 returned MOLT-4 97, RPMI-8226 102, CCRF-CEM 93, HOP-62 100, HOP-92 112, EKVX 98 and K-562 98.
For C[C@@H](O)CC(C)(C)O the results were MOLT-4 100, RPMI-8226 112, CCRF-CEM 101, HOP-62 119, SR 97, HOP-92 115 and EKVX 116.
C#CCN1C(=O)c2ccccc2N(CC#C)C12CCN(Cc1cn(Cc3nc4ccccc4c(=O)[nH]3)nn1)CC2 was read as MOLT-4 90, RPMI-8226 104, CCRF-CEM 107, HOP-62 91, SR 100, HOP-92 105, EKVX 80 and K-562 102.
O=C(/C=C\c1ccc2c(c1)OCO2)/C=C/c1ccc2c(c1)OCO2 was read as MOLT-4 35, RPMI-8226 -10.0*, CCRF-CEM 31, HOP-62 91, SR 11, HOP-92 88, EKVX 82 and K-562 4.3*.
Screening O=S(=O)(NCCCNc1nccc(-c2[nH]c(-c3ccccc3)nc2-c2ccc(F)c(O)c2)n1)c1cccc2ccccc12 returned MOLT-4 31, RPMI-8226 4.6*, CCRF-CEM 17, HOP-62 77, SR 29, HOP-92 33, EKVX 82 and K-562 23.
For CCCCN(CCCC)C(=N)c1c2ccccc2nc2ccccc12 the results were MOLT-4 78, CCRF-CEM 104, HOP-62 83, SR 72, HOP-92 74, EKVX 95 and K-562 83.
`COc1ccc2nc(N)c3c4ccccc4cn3c2c1` gave MOLT-4 89, RPMI-8226 103, CCRF-CEM 98, HOP-62 105 and EKVX 86.
Cc1cc2nnc(-c3ccccc3)n2c(SCc2ccccc2)n1 was read as MOLT-4 71, RPMI-8226 92, CCRF-CEM 73, HOP-62 76, SR 75, HOP-92 71, EKVX 82 and K-562 85.
Screening Cc1csc(NC(c2ccc(Br)cc2)c2c(C)nc3ccccn23)n1 (stereo unspecified) returned MOLT-4 87, RPMI-8226 75, CCRF-CEM 89, HOP-62 93, SR 97, HOP-92 43 and K-562 80.
CCOC(=O)/C=C1\S/C(=N\Nc2cc(=O)[nH]c3ccc(C)cc23)N(c2ccccc2)C1=O was read as MOLT-4 110, RPMI-8226 103, CCRF-CEM 94, HOP-62 91, SR 99, HOP-92 95, EKVX 103 and K-562 96.
COc1ccc(C(=O)C(NCCO)c2ccccc2)cc1 (stereo unspecified) was read as MOLT-4 92, RPMI-8226 91, CCRF-CEM 95, HOP-62 97, SR 111, HOP-92 89, EKVX 103 and K-562 104.
Screening O=C(CN1CCOCC1)Nc1ccc2ncnc(Nc3ccc(Oc4cccc(C(F)(F)F)c4)c(Cl)c3)c2c1 returned MOLT-4 38, RPMI-8226 52, CCRF-CEM 58, HOP-62 74, SR 61, HOP-92 53, EKVX 22 and K-562 35.
Screening O=C(NC1CC1)c1ncc(-c2ccc(C(F)(F)F)cc2)c(NC2CCCCCC2)n1 returned MOLT-4 92, RPMI-8226 84, CCRF-CEM 99, HOP-62 108, SR 77 and K-562 95.
Screening COc1cc(O)cc(C(=O)c2ccccc2)c1S(=O)(=O)O returned MOLT-4 113, RPMI-8226 102, CCRF-CEM 93, SR 110, HOP-92 93 and EKVX 102.
For O=C(Nc1ncn[nH]1)c1ccccc1-c1ccccc1C(=O)Nc1ncn[nH]1 the results were MOLT-4 101, RPMI-8226 107, CCRF-CEM 98, HOP-62 110, HOP-92 82, EKVX 100 and K-562 104.
Screening CNC1CCc2c(sc(NC(=O)c3ccc(C(C)(C)C)cc3)c2C(N)=O)C1 (stereo unspecified) returned MOLT-4 0.8*, RPMI-8226 -5.9*, CCRF-CEM 12, HOP-62 38, SR 2.9*, EKVX 55 and K-562 -10*.
For CCCCOc1ccc(NC(=O)Nc2nnc(C)s2)cc1 the results were MOLT-4 90, RPMI-8226 81, CCRF-CEM 73, HOP-62 102, SR 101, EKVX 100 and K-562 84.
For COc1ccc(SC2c3ccc(C)cc3Oc3nc(N)c(C#N)c(N)c32)cc1 (stereo unspecified) the results were MOLT-4 -25*, RPMI-8226 -34*, CCRF-CEM -33*, HOP-62 -11*, SR -28*, HOP-92 -57* and EKVX -11*.
`COC(=O)[C@H]1CCCN1C(=O)C1CCCN1C(=O)[C@H](Cc1ccccc1)NC(=S)Nc1cc(C(F)(F)F)cc(C(F)(F)F)c1` (stereo partly specified) gave MOLT-4 62, RPMI-8226 51, CCRF-CEM 74, HOP-62 93, SR 43, HOP-92 65 and K-562 60.
`CCCCNC(=O)NOC1OC(CO)C(O)C(O)C1O` (stereo unspecified) gave MOLT-4 75, RPMI-8226 97, CCRF-CEM 94, HOP-62 99, SR 81, HOP-92 84, EKVX 109 and K-562 76.
CCOC(=O)/C=c1\sc2n(c1=O)NC1C(N=2)N(C)C(=O)N1C (stereo unspecified) was read as MOLT-4 108, RPMI-8226 100, CCRF-CEM 97, HOP-62 105, SR 99, HOP-92 116, EKVX 103 and K-562 96.
Screening CC/C(=N/Nc1ccc([N+](=O)[O-])cc1[N+](=O)[O-])c1ccccc1 returned MOLT-4 101, RPMI-8226 99, HOP-62 100, HOP-92 90 and K-562 101.
CCCOc1ccc(C(N)=S)cc1 was read as MOLT-4 103, RPMI-8226 107, CCRF-CEM 93, HOP-62 114, SR 102, HOP-92 98 and K-562 105.
For COc1cccc(-c2nc(N)n(-c3nc4ccccc4s3)n2)c1 the results were MOLT-4 100, RPMI-8226 99, CCRF-CEM 101, HOP-62 103, SR 97, HOP-92 111, EKVX 97 and K-562 98.
Screening O=C(Nc1cccc(-n2ccc3c(NC(=O)c4ccccc4)nccc32)c1)c1ccc(N2CCOCC2)c(C(F)(F)F)c1 returned MOLT-4 17, CCRF-CEM 16, HOP-62 7.1*, SR 2.8*, EKVX 46 and K-562 5.3*.
For O=C1C[C@H](c2ccco2)Cc2ccccc2O1 the results were MOLT-4 92, RPMI-8226 95, CCRF-CEM 87, HOP-62 88, SR 96, HOP-92 93, EKVX 90 and K-562 95.
Screening COc1ccc(C2OC(c3ccc(Oc4nnnn4-c4ccccc4)cc3)=NN2C(C)=O)cc1 (stereo unspecified) returned MOLT-4 88, RPMI-8226 95, CCRF-CEM 86, HOP-62 124, SR 78, HOP-92 94 and K-562 102.
For O=C(O)c1cc2ccccc2cc1Nc1ccccc1 the results were MOLT-4 91, RPMI-8226 78, CCRF-CEM 94, HOP-62 82, SR 98, HOP-92 91, EKVX 98 and K-562 98.
